Bioassay records: PubChem BioAssay, Broad Institute
Xi reactivation = activators of X-chromosome reactivation in mouse fibroblasts | XiGFP mouse fibroblasts, % GFP-positive cells imaging, 3 d; cells co-treated with 5-aza-dC sensitizer; scaled so ellipticine positive control = 100% | activation, % at 7.58 µM | actives 0.055% (n = 360,000);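 active = mean normalized replicate activation at least 10% and every replicate at or above 10%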;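 also: 0% = median of on-plate neutral control wells and 100% = ellipticine 6 µM median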
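assay system = SV40-immortalized XiGFP fibroblast cells, line 68-5-11 | buffer or medium = DMEM plus 5-aza-dC sensitizer | doses = single-point pinned compound dosing | times = 3-day compound exposure, then 15 min fixation at room temperature | benchmarks = positive control ellipticine, 6 µM final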
RAD54 branch = RAD54 (human) branch migration inhibition. Q92698. RAD54 Holliday junction branch migration, FAM/BHQ fluorescence. inhibition, % at 10.4 µM. actives 0.14% (n = 360,000). AID 602329;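 active = mean normalized replicate activity at least 40 and at least half of replicates scoring 40 or more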;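 also: 0% = median of neutral control wells and 100% = median of positive control wells; inhibitors cause a drop in the FAM fluorescence signal; in these data hits start at about 50%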
ARNT TACC3 PPI = disrupts binding between human ARNT and TACC3; Q9Y6A5; AlphaScreen His-ARNT PAS-B/GST-TACC3 binding, luminescence; TACC3 fragment carries E629A point mutation; inhibition, % at 9.99 µM; actives 0.66% (n = 390,000); AID 623870;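 active = mean inhibition of replicates at least 50% and at least half of replicates each reaching 50%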;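 also: 0% = complete ARNT plus TACC3 wells and 100% = ARNT alone without TACC3; many hits fall short of the cut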
GSIS activator = GLuc luminescence reporter in INS-1E cells, primary screen for activators of glucose-dependent secretion of insulin | INS-1E GLuc reporter insulin secretion, 2-3 h | activation, % at 16.6 µM | actives 0.61% (n = 370,000) | AID 743287;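 active = lowest replicate activation of at least 40%, so every replicate reaches that level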;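 also: 0% = median of neutral control wells and 100% = median of IBMX positive control wells; some compounds called inactive have numbers as strong as hits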
esBAF inh = inhibitors of esBAF chromatin remodeling in mouse ES cells; Bmi1-luciferase knock-in reporter, 24 h; 100% = twice the neutral-well signal; reporter increase, % at 12.5 µM; actives 2% (n = 350,000); in the data active = activation above about 40%;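 also: 0% = median of the plate's neutral control wells and 100% = double that signal; a rise in the Bmi1 reporter signal indicates esBAF inhibition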
CFTR F508del cor = CFTR F508del correction in bronchial cells | CFBE cells, YFP halide quenching; stimulated with forskolin plus potentiator P3; % fluorescence drop versus neutral controls | activity (quench increase), % at 7.58 µM | AID 720511 | actives 0.36% (n = 350,000);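 active = mean added fluorescence quench of at least 8% versus neutral control, with both replicates also reaching 8%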;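 also: cells transiently co-express mutant CFTR-F508del with the halide-sensitive YFP; corrector assay measuring rescue of mutant channel to the surface after 24 h compound exposure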
RAD52 inh = inhibitors of human RAD52 DNA annealing; recombinant RAD52 DNA annealing, FRET fluorescence; actives 0.46% (n = 360,000); inhibition, % at 18.7 µM;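 active = every replicate showing at least 50% inhibition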
ERAP1 inh = ERAP1 (human) enzyme inhibition; Q9NZ08; recombinant ERAP1, Leu-AMC fluorescence, 60 min; inhibition, % at 10.7 µM; actives 0.15% (n = 340,000);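 active = mean replicate inhibition of at least 30%, or all replicates individually reaching that 30% level; inactive = mean below 30% and not every replicate reaching it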;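 also: 0% = neutral control wells and 100% = L-leucinethiol positive control wells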
Target sequence (Q9NZ08 whole entry, looked up): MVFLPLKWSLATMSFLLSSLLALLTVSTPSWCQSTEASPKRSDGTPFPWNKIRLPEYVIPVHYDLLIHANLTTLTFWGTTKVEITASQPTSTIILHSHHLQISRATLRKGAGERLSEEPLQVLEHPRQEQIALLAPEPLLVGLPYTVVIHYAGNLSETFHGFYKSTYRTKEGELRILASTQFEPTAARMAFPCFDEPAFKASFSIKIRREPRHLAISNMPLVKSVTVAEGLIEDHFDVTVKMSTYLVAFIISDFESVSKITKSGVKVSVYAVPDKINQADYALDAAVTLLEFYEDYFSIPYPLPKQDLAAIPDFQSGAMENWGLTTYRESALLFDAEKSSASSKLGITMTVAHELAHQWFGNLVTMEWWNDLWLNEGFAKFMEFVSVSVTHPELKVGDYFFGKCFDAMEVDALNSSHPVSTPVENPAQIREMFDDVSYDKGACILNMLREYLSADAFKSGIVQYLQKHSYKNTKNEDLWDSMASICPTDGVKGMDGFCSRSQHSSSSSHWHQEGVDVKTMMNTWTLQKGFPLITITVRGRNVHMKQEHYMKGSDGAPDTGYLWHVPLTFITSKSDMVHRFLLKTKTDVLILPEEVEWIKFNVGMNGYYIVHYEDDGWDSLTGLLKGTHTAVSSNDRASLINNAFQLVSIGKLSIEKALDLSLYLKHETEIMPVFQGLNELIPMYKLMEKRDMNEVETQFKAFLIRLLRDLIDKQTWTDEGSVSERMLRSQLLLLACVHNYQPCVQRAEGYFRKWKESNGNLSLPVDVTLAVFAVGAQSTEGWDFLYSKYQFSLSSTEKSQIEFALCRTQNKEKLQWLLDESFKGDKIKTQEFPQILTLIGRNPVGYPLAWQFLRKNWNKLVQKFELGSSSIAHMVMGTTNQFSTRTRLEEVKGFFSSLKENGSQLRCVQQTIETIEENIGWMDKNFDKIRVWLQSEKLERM
Active calls of the source: *; nt = not tested or not shown; + = active, no number; & = joins results of further samples.

SMILES	Xi reactivation	RAD54 branch	ARNT TACC3 PPI	GSIS activator	esBAF inh	CFTR F508del cor	RAD52 inh	ERAP1 inh
COc1cc2c(cc1OC)C1(CCCCC1)CN(C)C2	-0.1	-1	-4	9	-4	-0.3	1	nt
CC(C(=O)N1CCCC1)N(c1ccc(Cl)cc1)S(C)(=O)=O (stereo not given)	0.0	3	nt	6	-5	-3.3	-4	1
Cc1cc(F)ccc1NCc1ccccc1[N+](=O)[O-]	0.2	1	nt	-3	nt	1.1	-11	-4
COC(=O)[C@H](Cc1ccccc1)NC(=O)NCCC1=CCCCC1	nt	6	-6	-14	11	nt	nt	nt
CC(=O)Nc1cccc(OCc2ccc([N+](=O)[O-])cc2)c1	0.0	nt	nt	-2	nt	-5.3	-6	3
COc1ccc(/C=C(\NC(=O)c2ccccc2)C(=O)NCCN2CCOCC2)cc1	0.3	-2	13	8	-5	-3.8	-9	5
O=c1c(Cl)c(N2CCNCC2)cnn1C12CC3CC(CC(C3)C1)C2	0.2	nt	6	-8	nt	-4.0	-1	nt
COc1ccc(NC(=O)Nc2cccc3c2O[C@H](CN(C)C(=O)Nc2ccccc2)[C@H](C)CN([C@H](C)CO)C3=O)cc1	0.0	-13	25	9	2	-1.1	-1	0
COc1ccccc1CNC(=O)c1ccc2c(=O)n(CC3CCCO3)c(=S)[nH]c2c1 (stereo not given)	0.0	5	-2	-8	-2	-1.6	-20	-3
COc1ccc(-c2ccnc(SCC(=O)N3CCN(c4ccccc4)CC3)n2)cc1	0.1	3	5	11	nt	-2.3	-4	nt
C[C@H](CO)N1C[C@H](C)[C@H](CN(C)C(=O)Nc2ccc(C(F)(F)F)cc2)Oc2ncc(C3=CCCC3)cc2C1=O	0.0	-3	5	-12	7	0.6	4	-1
COc1cc(NC(=O)CCn2c(=O)[nH]c3ccsc3c2=O)cc(OC)c1	nt	-1	12	14	7	nt	nt	nt
COc1ccc(-c2nc(N)n(C(=O)c3ccc(C)cc3)n2)cc1	0.0	nt	-8	-1	nt	nt	-9	-2
CCN(CC)CCN1CCn2c3c(c4cc(C)ccc42)CCCC31 (stereo not given)	0.2	nt	nt	0	nt	0.0	63*	-3
C[C@H](CO)N1C[C@H](C)[C@H](CN(C)S(=O)(=O)c2ccc(F)cc2)OCCCC[C@H](C)Oc2ccc(NC(=O)Nc3ccc(F)cc3)cc2C1=O	0.5	-5	-7	-32	5	-2.0	nt	nt
CC(=O)NC1=NC(=O)C(C)S1 (stereo not given)	nt	-7	0	5	-5	nt	nt	nt
Cc1cc(N(CC(=O)NC2CC2)S(C)(=O)=O)ccc1Br	0.3	nt	15	7	nt	nt	-9	1
O=C(O)c1ccc(Nc2ncc([N+](=O)[O-])cc2[N+](=O)[O-])cc1	0.0	nt	0	7	nt	0.0	-17	4
CC(C)(C)n1nc2c(c1NC(=O)Cc1ccc(Cl)cc1)CS(=O)(=O)C2	0.1	3	4	-2	-4	7.0	-9	2
Cc1cccc(OCC(=O)NCC(c2cccs2)N2CCOCC2)c1 (stereo not given)	0.4	6	-3	44	4	0.8	-6	1
O=C(Cn1nnc2ccccc21)Nc1ccc([N+](=O)[O-])cc1	-0.1	nt	-10	7	nt	0.2	-15	nt
CC1CC(C)CN(S(=O)(=O)N2CCC(C(=O)NCCC3=CCCCC3)CC2)C1 (stereo not given)	0.0	nt	-5	5	nt	-1.6	-9	-2
C[C@H]1CN([C@@H](C)CO)C(=O)CCCn2nncc2CO[C@H]1CN(C)C(=O)CCCN(C)C	-0.5	-4	0	13	6	2.8	-8	2
CCN(CC)S(=O)(=O)c1ccc(N2CCCC2)c(NC(=O)C2=NN(c3ccccc3)C(=O)CC2)c1	0.1	-4	5	2	7	-5.1	-39	-1
Cc1ccc(S(=O)(=O)N(C)C[C@H]2Oc3ccc(NC(=O)C4CC4)cc3C(=O)N([C@@H](C)CO)C[C@H]2C)cc1	-1.2	9	nt	4	-4	0.8	nt	nt
CCn1nc(C)cc1C(=O)N1CCCC(N2CCN(c3ccccc3OC)CC2)C1 (stereo not given)	0.2	5	-6	-14	-1	-2.5	-2	3
Cc1noc(C)c1S(=O)(=O)N(C)C[C@H]1Oc2c(NC(=O)C3CCCCC3)cccc2C(=O)N([C@H](C)CO)C[C@H]1C	-0.2	4	1	-5	2	3.6	10	3
Cc1cc(C(=O)CN2C(=O)NC3(CCCCC3)C2=O)c(C)n1C	0.4	11	-4	-8	14	1.8	-15	-1
CC(=O)Nc1ccc(S(=O)(=O)NNC(=O)CCC(=O)NCc2ccccc2)cc1	0.0	-6	nt	22	-2	-3.6	-3	-2
COc1cccc(C(CNC(=O)c2ccc(Cl)c(S(=O)(=O)N3CCCC3)c2)N(C)C)c1 (stereo not given)	0.2	-5	3	-28	-10	1.5	-17	1
NC1=NC[C@H](CC2CCCCC2)N1CCc1cc(C(F)(F)F)cc(C(F)(F)F)c1	0.0	12	31	+	0	2.7	39	4
COc1ccc(C2=NOC(C(=O)N3CCN(C(=O)c4ccco4)CC3)C2)cc1OC (stereo not given)	0.1	12	-3	9	7	0.7	-6	-2
O=c1cc(NS(=O)(=O)c2ccccc2)nc(SCc2ccc(Cl)cc2)[nH]1	0.1	-1	-2	-14	nt	nt	nt	nt
C[C@@H]1CN([C@H](C)CO)C(=O)c2cc(C#CCc3ccccc3)cnc2O[C@@H]1CN(C)C(=O)Cc1cccnc1	-0.4	10	10	-20	5	1.1	18	6
CCN(CC)S(=O)(=O)c1ccc(C)c(NC(=O)COc2ccc(Br)cc2Cl)c1	0.1	3	-3	nt	nt	2.9	2	6
CCOC(=O)[C@@H]1[C@H]2COc3ccccc3[C@@H]2N2C(=O)N(c3cccc(C)c3)C(=O)[C@]12C	0.0	-10	-8	-48	3	-5.0	-4	-2
CO[C@@H]1CN(C)C(=O)c2ccc(NC(=O)C3CCCC3)cc2OC[C@@H](C)N(CC2CC2)C[C@H]1C	0.2	8	-5	-11	2	2.8	12	1
Cc1cccc(S(=O)(=O)NC(=O)C2(C)CCN2C(=O)c2c(C)noc2C)c1 (stereo not given)	-0.1	5	nt	-2	-6	-0.9	-22	-2
CCN(C(=O)COc1ccccc1)C1CCCCC1	0.1	-6	-8	-20	1	2.0	-13	-3
Cc1noc(C)c1NC(=O)N[C@H]1CC[C@@H](CCNC(=O)C2CCC2)O[C@@H]1CO	-0.2	6	-10	-2	-5	-0.3	11	3
O=C1CCC(C(=O)N2CCC(CO)CC2)CN1Cc1ccc(Cl)cc1 (stereo not given)	-0.1	1	-5	7	-8	-4.1	-1	1
Cc1cccc(COCC(Cc2ccccc2)N2CCN(C(=O)c3cccc(C)c3)CCC2=O)c1 (stereo not given)	0.0	-11	0	-35	-1	0.0	-14	-3
COc1cccc(C2NC(=O)NC(C)=C2C(=O)OCC2CCCCC2)c1 (stereo not given)	0.2	-10	-4	-9	7	-1.9	-3	-5
O=S(=O)(NCCC1=CCCCC1)c1ccc(F)cc1	0.0	-16	-5	-15	3	-1.2	4	4
O=C(C[C@H]1C[C@@H]2c3cc(NC(=O)Nc4ccc(C(F)(F)F)cc4)ccc3O[C@@H]2[C@@H](CO)O1)NCC1CC1	0.0	2	0	-37	5	-0.6	1	1
O=S(=O)(NC1CCCCCC1)c1cccc(Cl)c1	0.2	7	-7	-22	-1	-4.7	-8	-2
CC(C)N(C(=O)C[n+]1ccsc1N)c1ccccc1	0.1	3	nt	12	2	1.2	-11	3
CC(=O)N1CC2(C1)[C@@H](c1ccc(-c3ccccc3C)cc1)[C@@H](CO)N2C(C)=O	0.1	nt	nt	-2	nt	0.7	-15	nt
CC1CC2=C(C(=O)O1)C(C)Nc1ccccc1N2 (stereo not given)	0.0	6	-6	3	nt	-1.8	-16	-2
O=C(Nc1c2c(nn1-c1ccc([N+](=O)[O-])cc1)CS(=O)(=O)C2)c1cccs1	0.0	-8	0	-31	0	-0.9	2	2
O=c1ccn([C@@H]2O[C@H](CNS(=O)(=O)c3csc(-c4ccno4)c3)[C@@H](O)[C@H]2O)c(=O)[nH]1	0.0	6	-4	-3	-1	2.9	-5	-6
NS(=O)(=O)c1ccc(CNC(=O)CCSCCC(=O)NCc2ccc(S(N)(=O)=O)cc2)cc1	0.0	nt	-4	3	nt	7.0	-18	13
O=C(/C=C/[C@H]1O[C@@H](n2ccc(=O)[nH]c2=O)[C@H](O)[C@@H]1O)N[C@@H](Cc1ccccc1)C(=O)O	1.1	0	nt	11	4	-6.1	12	0
CN(CC(=O)Nc1ccccc1Cl)CC(=O)Nc1ccccc1[N+](=O)[O-]	0.2	nt	1	-9	0	-1.5	-13	-2
Cc1csc(=O)n1CCC(=O)OCC(=O)NCc1ccc(F)cc1	0.2	-3	-3	-2	-3	-0.5	-6	4
COC(=O)C[C@H]1C=C[C@@H](NC(=O)c2ccccc2)[C@@H](CO)O1	0.0	-1	-14	-1	-9	7.2	-21	0
O=C(c1ccc2c(c1)OCO2)N1CCN(CCN2C(=O)c3cccc4cccc(c34)C2=O)CC1	1.0	6	-4	10	-2	-0.3	-9	nt
CC(C)(C)C1=CC(CC(N)=O)(C(C)(C)C)OC1=O (stereo not given)	-0.1	nt	nt	7	nt	3.0	11	-7
COc1ccccc1-c1cnc2c(c1)C(=O)N([C@H](C)CO)C[C@H](C)[C@@H](CN(C)C)O2	0.7	3	-7	16	-3	0.1	-3	0
C=CCn1cnc2c(c1=O)c1nc3ccccc3nc1n2/N=C/c1cccc(OC)c1	nt	2	-7	11	-3	nt	nt	nt
The list continues:
SMILES	Xi reactivation	RAD54 branch	ARNT TACC3 PPI	GSIS activator	esBAF inh	CFTR F508del cor	RAD52 inh	ERAP1 inh
COc1ccc(NC(=O)c2ccc(-n3cncn3)c([N+](=O)[O-])c2)cc1	0.0	8	3	4	5	0.1	-4	2
Cc1ccc(CN2C(=O)C(CC(C)C)Nc3ncnc(N4CCN(c5ccccn5)CC4)c32)cc1 (stereo not given)	0.1	-7	0	nt	9	-2.3	6	2
O=C(O)CSc1nnc(-c2cccc(S(=O)(=O)N3CCOCC3)c2)n1-c1cccc(Cl)c1	0.2	nt	-8	13	-7	3.2	-9	0
COc1ccc(S(=O)(=O)Nc2c(C(=O)O)[nH]c3ccc(OC)cc23)cc1	0.1	-1	6	14	1	-3.5	-4	9
C[C@@H]1CN([C@H](C)CO)C(=O)c2cc(C#Cc3cccc(F)c3)cnc2O[C@H]1CN(C)C(=O)C1CC1	-0.8	-8	-2	-7	0	2.7	0	2
O=C(Nc1nc(-c2ccc(F)cc2)cs1)c1cccc(N2C(=O)CCC2=O)c1	0.1	-10	-4	-34	nt	-0.1	-42	-2
Cc1noc(C)c1S(=O)(=O)N(C)C[C@H]1OCCCC[C@@H](C)Oc2ccc(NS(=O)(=O)c3cn(C)cn3)cc2C(=O)N([C@H](C)CO)C[C@@H]1C	0.0&0.2	-1&3	-12	-2&7	3&2	5.0&1.5	-9&0	0&-2
CCNC(=O)Nc1ccc2c(c1)C(=O)N(C)[C@@H]1CC[C@@H](CC(=O)NC3CCCCC3)O[C@@H]1CO2	0.2	1	-6	6	-3	-0.7	10	-1

Fetched by compound from above:
SMILES	Xi reactivation	RAD54 branch	ARNT TACC3 PPI	GSIS activator	esBAF inh	CFTR F508del cor	RAD52 inh	ERAP1 inh
Cc1noc(C)c1S(=O)(=O)N(C)C[C@H]1OCCCC[C@@H](C)Oc2ccc(NS(=O)(=O)c3cn(C)cn3)cc2C(=O)N([C@H](C)CO)C[C@@H]1C	0.0&0.2	-1&3	-12	-2&7	3&2	5.0&1.5	-9&0	0&-2
CCNC(=O)Nc1ccc2c(c1)C(=O)N(C)[C@@H]1CC[C@@H](CC(=O)NC3CCCCC3)O[C@@H]1CO2	0.2	1	-6	6	-3	-0.7	10	-1
C[C@@H]1CN([C@H](C)CO)C(=O)c2cc(C#Cc3cccc(F)c3)cnc2O[C@H]1CN(C)C(=O)C1CC1	-0.8	-8	-2	-7	0	2.7	0	2
